Assay outcomes (PubChem BioAssay)
Cathepsin G inh = inhibitors of human cathepsin G; inhibition, % at 5 µM (by protocol); AID 581; purified enzyme, AMC-tetrapeptide fluorescence, pooled mixtures; P08311; actives 0.2% (n = 62,000);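 active = inhibition above 20% in each of the two mixture wells holding the compound; inactive = inhibition of 20% or less in either well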;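 also: 0% = enzyme control without mixture and 100% = blank lacking enzyme; strong numbers were not always called active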
Target sequence (P08311 21-244 limits assumed): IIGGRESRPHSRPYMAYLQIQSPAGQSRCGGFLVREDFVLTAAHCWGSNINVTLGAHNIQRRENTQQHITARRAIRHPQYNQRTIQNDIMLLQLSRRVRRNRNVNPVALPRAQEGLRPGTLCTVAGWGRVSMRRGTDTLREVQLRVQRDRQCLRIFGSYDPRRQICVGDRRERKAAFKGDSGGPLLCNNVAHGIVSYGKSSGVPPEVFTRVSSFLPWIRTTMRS
Cdc25B inh = human M-phase inducer phosphatase 2 inhibition | actives 0.1% (n = 65,000) | inhibition, %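 (compounds tested at 10 µM final in the well)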 | AID 368 | recombinant Cdc25B, OMFP fluorescence Ex485/Em525; in the data active = inhibition above about 50%
FXIa inh mix = factor XIa (human) inhibition, mixture screen | purified FXIa, fluorogenic substrate, pooled mixtures | inhibition, % at 5 µM | actives 0.19% (n = 62,000);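 also: each value is inhibition by a whole ten-compound pool holding the compound; 0% = enzyme with no mixture and 100% = wells lacking enzyme; strong numbers were not always called active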
CatL inh = inhibitors of human cathepsin L; actives 0.17% (n = 58,000); inhibition, %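 (tested at 10 µM)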; purified cathepsin L, fluorogenic substrate, fluorescence; P07711; in the data active = inhibition above about 45%;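 also: 0% = enzyme with no compound and 100% = no enzyme blank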
Hsp90 block = displaces geldanamycin probe from tumor Hsp90; P07900; NCI-N417 lysate Hsp90, Cy3B-geldanamycin FP displacement; inhibition, % at 30 µM; actives 0.35% (n = 64,000); AID 429;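 active = inhibition above 50%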;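 also: 0% = tracer plus lysate wells and 100% = tracer alone without lysate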
FXIIa inh mix = blocks human factor XIIa in pooled compound mixtures; actives 0.2% (n = 62,000); inhibition, % at 5 µM; purified FXIIa, fluorogenic substrate;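 also: 0% = enzyme without compound and 100% = no enzyme blank; some results filed as inactive read as strong as hits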
HTR1A agonist = agonists of human 5-HT1a serotonin receptor; AID 567; activation, % at 10 µM; actives 0.56% (n = 65,000); CHO 5-HT1a Ga15 NFAT-bla reporter, FRET ratio; 0% basal, 100% maximal reference agonist; P08908;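 active = activation above the screen-wide mean activation plus 3 SD, cut at about 19% in these data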;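 also: 0% = DMSO wells and 100% = 5-CT at EC100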
C1s inh = human complement C1s inhibition. AID 538. purified C1s, fluorogenic AMC substrate, pooled mixtures. P09871. actives 0.16% (n = 62,000). mean inhibition % of two 10-compound mixtures (hits give high values), % at 5 µM (by protocol);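 active = inhibition above 20% in each of the two 10-compound mixture wells holding the compound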;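 also: 0% = enzyme wells lacking compound mixture and 100% = no-enzyme blank wells; some compounds called inactive have numbers as strong as hits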
Target sequence (P09871 16-437 limits assumed): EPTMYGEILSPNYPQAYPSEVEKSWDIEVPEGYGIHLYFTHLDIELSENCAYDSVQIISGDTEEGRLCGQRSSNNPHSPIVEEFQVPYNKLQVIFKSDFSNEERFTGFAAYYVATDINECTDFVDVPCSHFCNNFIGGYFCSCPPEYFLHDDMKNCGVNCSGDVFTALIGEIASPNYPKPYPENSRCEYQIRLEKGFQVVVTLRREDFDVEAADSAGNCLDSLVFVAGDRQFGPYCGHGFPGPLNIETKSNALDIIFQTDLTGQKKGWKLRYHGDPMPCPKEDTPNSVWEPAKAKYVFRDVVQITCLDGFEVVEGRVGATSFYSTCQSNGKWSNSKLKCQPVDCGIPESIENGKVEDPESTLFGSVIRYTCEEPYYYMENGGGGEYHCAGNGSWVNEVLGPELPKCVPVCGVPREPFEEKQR
Target sequence (P09871 438-688 limits assumed): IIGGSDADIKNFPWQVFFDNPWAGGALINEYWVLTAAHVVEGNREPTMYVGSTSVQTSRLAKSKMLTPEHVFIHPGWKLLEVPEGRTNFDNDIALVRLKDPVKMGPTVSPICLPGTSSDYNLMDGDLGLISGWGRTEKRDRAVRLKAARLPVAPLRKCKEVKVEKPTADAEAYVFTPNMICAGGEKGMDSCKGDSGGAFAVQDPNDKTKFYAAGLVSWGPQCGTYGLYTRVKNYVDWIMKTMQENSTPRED
DUSP1 inh = human dual specificity phosphatase 1 inhibition | P28562 | recombinant MKP-1, OMFP hydrolysis fluorescence | inhibition, %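 (compounds tested at a single concentration somewhere between 10 and 100 µM)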 | actives 0.15% (n = 65,000) | AID 374;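 active = inhibition above about 50%, limit read from the data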;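 also: 0% = DMSO max control wells and 100% = wells with enzyme stopped by NaOH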
An asterisk follows results filed as active; · = not tested or not shown. Rule as the data show it, unless noted: active = inhibition above about 20% (passing the limit was not always enough); inactive = the rest.

| molecule | Cathepsin G inh | Cdc25B inh | FXIa inh mix | CatL inh | Hsp90 block | FXIIa inh mix | HTR1A agonist | C1s inh | DUSP1 inh |
| --- | --- | --- | --- | --- | --- | --- | --- | --- | --- |
| COC(=O)c1ccccc1NC1c2ccccc2C(=O)N1c1cccnc1 (configuration not stated) | 0 | -4 | 2 | -21 | -2 | 0 | 56* | -28 | 2 |
| COc1cc(S(=O)(=O)NC2CCCCC2C)ccc1Cl (configuration not stated) | -2 | -9 | 2 | 4 | -1 | -20 | -3.5 | -12 | 7 |
| CN(Cc1nc2ccccc2n1C)S(=O)(=O)c1ccc(F)cc1 | 2 | -10 | 1 | 3 | -3 | 2 | -0.4 | -7 | -6 |
| CN1C(=S)SC(N(O)C(=O)NC2CCCCC2)C1(C)C (configuration not stated) | 5 | 5 | 7 | 18 | -2 | -1 | -1.8 | 8 | -13 |
| CC(C)CC(=O)N1CCN(C(=O)CCC2CCCC2)CC1 | 18 | 0 | 4 | 16 | -1 | 2 | -1.6 | 17 | 10 |
| CN(C)CCNc1nc2c(c(=O)[nH]c(=O)n2C)n1CCCc1ccccc1 | 12 | -2 | 15 | 9 | -3 | 5 | 0.3 | 0 | -7 |
| C=CCn1c(Cc2cccs2)nnc1SCC(=O)c1cccc(Br)c1 | -1 | 3 | 6 | 5 | -4 | 2 | -1.4 | -12 | -22 |
| CC(=O)Nc1ccc(S(=O)(=O)N(C)CC(=O)Nc2ccccc2N2CCOCC2)cc1 | -8 | -8 | -1 | · | 0 | 6 | -2.1 | -10 | 35 |
| CSc1nnc(Cn2c(=O)sc3ccccc32)n1-c1ccccc1 | 6 | -11 | -1 | -3 | -2 | -3 | -3.9 | 3 | 1 |
| Cc1ccc(-n2nc(C(=O)NCc3ccco3)c3c4ccccc4n(C)c3c2=O)cc1 | 11 | -6 | 4 | -2 | 1 | 4 | 1.5 | 16 | 12 |
| CC1=C(C(N)=O)C(c2ccccc2)n2nc(-c3cccc(C)c3)nc2N1 (configuration not stated) | 7 | 1 | -1 | -1 | -2 | 4 | -2.1 | 2 | 5 |
| CCOC(=O)CSC1=C(C#N)C(c2ccccc2OCC)C(C#N)C(=O)N1 (configuration not stated) | 5 | -3 | 1 | 15 | -1 | 5 | 0.7 | 1 | 12 |
| O=C(C1Cc2ccccc2CN1S(=O)(=O)c1ccc(F)cc1)N1CCCCCC1 (configuration not stated) | 14 | -9 | 7 | 3 | 0 | 2 | 0.3 | 14 | 17 |
| COc1ccc2c(-c3ccccc3)cc3nnnn3c2c1 | 1 | -3 | 12 | 4 | -1 | 3 | -0.7 | -28 | 25 |
| O=C(N1CCN(CCO)CC1)N1c2ccccc2C=Cc2ccccc21 | -7 | 8 | -3 | 3 | -1 | -5 | -4.2 | -34 | -22 |
| O=C1CC(C(=O)Nc2ccccc2)C2(CCCC2)O1 (configuration not stated) | 0 | -1 | -7 | 7 | -5 | -16 | -0.5 | -31 | -5 |
| CCC1(C)Cc2c(C#N)c(N)sc(=S)c2CO1 (configuration not stated) | · | 21 | · | -4 | 0 | · | 1.0 | · | -16 |
| CCOc1ccc(CCNC(=O)C2CCN(c3nn4c(=O)cc(C)nc4s3)CC2)cc1 | 8 | -25 | 2 | 23 | -4 | 6 | -1.2 | 1 | 27 |
| CCOc1ccccc1C1CC(=O)NC(SCC)=C1C#N (configuration not stated) | 1 | -12 | -8 | -2 | -1 | 0 | -1.2 | -14 | 0 |
| CC(C)[C@H](NC(=O)NCCc1ccc(F)cc1)C(=O)O | 8 | -7 | 4 | 2 | -1 | 9 | -2.0 | -2 | -10 |
| CCOc1ccc(NC(=O)C2CC(=O)N(C(C)C)C2)cc1 (configuration not stated) | 0 | -9 | 7 | -3 | 1 | -2 | 0.8 | -1 | 5 |
| NC(=O)C1CCN(Cc2nnnn2Cc2ccco2)CC1 | 11 | 2 | -2 | 8 | -2 | 2 | -2.8 | 3 | -13 |
| COc1ccc(C)cc1NC(=O)c1ccc(NC(=O)CC2SC(N3CCCC3)=NC2=O)cc1 (configuration not stated) | -5 | 1 | 5 | 2 | 4 | 11 | 1.4 | -1 | 27 |
| Cn1c(=O)c2c(nc(Br)n2Cc2c(F)cccc2Cl)n(C)c1=O | -1 | -6 | -8 | 6 | -3 | 1 | -1.1 | -34 | -14 |

3 entries from above, arranged by their value in Cathepsin G inh, highest first:
mol	Cathepsin G inh
CC1=C(C(N)=O)C(c2ccccc2)n2nc(-c3cccc(C)c3)nc2N1 (configuration not stated)	7
CCOC(=O)CSC1=C(C#N)C(c2ccccc2OCC)C(C#N)C(=O)N1 (configuration not stated)	5
COc1ccc2c(-c3ccccc3)cc3nnnn3c2c1	1

Further structures.
| molecule | Cathepsin G inh | Cdc25B inh | FXIa inh mix | CatL inh | Hsp90 block | FXIIa inh mix | HTR1A agonist | C1s inh | DUSP1 inh |
| --- | --- | --- | --- | --- | --- | --- | --- | --- | --- |
| N#CC(=C1SC=CS1)c1nc(-c2ccccc2)cs1 | 0 | 2 | 8 | 6 | · | 2 | -4.9 | -5 | 4 |
| Brc1ccc(-c2nnc3sc(CNCc4ccc5c(c4)OCO5)cn23)cc1 | 9 | -22 | -1 | · | 0 | 5 | -1.7 | -5 | 2 |
| CCc1cc(=O)oc2cc(C)c(CN3CCCC(C)C3)c(O)c12 (configuration not stated) | · | -11 | · | 20 | -3 | · | 2.8 | · | -15 |
| CCN(CC)S(=O)(=O)c1ccc(-c2nnc(SCc3nnc(-c4ccccc4)o3)o2)cc1 | 9 | 5 | 6 | 7 | -2 | 4 | -0.7 | 11 | 19 |
| CC(C)CC(c1nnnn1Cc1ccccc1)N1CCN(C(=O)c2ccco2)CC1 (configuration not stated) | 9 | -9 | 1 | -2 | 1 | 5 | -2.3 | -32 | 4 |
| Cc1cc(N2C(=O)C3C4C=CC(C4)C3C2=O)no1 (configuration not stated) | -2 | -6 | 0 | -2 | -9 | -25 | 0.3 | 0 | -5 |
| COc1cc2nc(SCC(=O)NC3CC3)n(CCC3=CCCCC3)c(=O)c2cc1OC | 4 | 13 | 8 | 11 | -4 | 0 | 0.3 | -1 | 14 |
| CCOC(=O)c1c(NC(=O)CN2CCN(c3ccccn3)CC2)sc2c1CCCC2 | 5 | -13 | -2 | · | -2 | 1 | 1.5 | 0 | 11 |
| O=C(NCCc1ccccc1)C1CCN(S(=O)(=O)c2cccc3nonc23)CC1 | 12 | -9 | 1 | 14 | -7 | 3 | 0.2 | 16 | 12 |
| O=c1[nH]c2ccc(Br)cc2c(-c2ccccc2)c1CN1CCOCC1 | 7 | 3 | 4 | 2 | 1 | 4 | -3.8 | 15 | 22 |
| O=C(c1cnccn1)N(c1ccccc1)C1(C(=O)NC2CCCCC2)CCCCC1 | 8 | -4 | 2 | 3 | · | 9 | -0.1 | -12 | 2 |
| CN(C)c1ccc(NC(=S)c2ccccn2)cc1 | 11 | -7 | 7 | 5 | 14 | 0 | -1.9 | 7 | 5 |
| Cc1occc1-c1nnc(SCC(=O)c2ccc(F)cc2)o1 | 8 | -4 | 3 | 22 | 1 | 6 | -0.3 | 1 | -18 |
| O=C(NC1CCCCC1)NC1CCN(S(=O)(=O)c2ccc3c(c2)OCCO3)CC1 | 8 | -13 | 6 | 22 | 0 | -17 | -0.8 | 8 | 30 |
| O=c1[nH]c(C2CCCN(S(=O)(=O)c3ccccc3)C2)nc2c1nnn2Cc1ccccc1F (configuration not stated) | -6 | 17 | 0 | 19 | 4 | 3 | 0.9 | -37 | 24 |
| CCc1ccc2[nH]c(=O)c(C(c3nnnn3CCOC)N3CCN(c4ccccc4)CC3)cc2c1 (configuration not stated) | 6 | 8 | 6 | 10 | -3 | -6 | -2.5 | -22 | 18 |
| COc1ccc2[nH]c(=O)c(CN(C3CCCCC3)C(c3nnnn3Cc3ccco3)C(C)C)cc2c1 (configuration not stated) | 11 | 2 | 0 | -3 | -7 | 2 | -1.4 | 0 | -2 |
| O=S(=O)(c1cccc(S(=O)(=O)N2CCN(c3ncccn3)CC2)c1)N1CCOCC1 | -2 | -14 | 8 | · | -1 | 3 | 0.8 | -61 | 22 |
| CC(=O)c1c(C)nn(CC(O)COc2ccc3c(c2)CCC3)c1C (configuration not stated) | -2 | -3 | 7 | 1 | -2 | 6 | 0.5 | -7 | -3 |
| NC(=O)C1CCN(c2oc(-c3ccccc3F)nc2S(=O)(=O)c2ccc(Cl)cc2)CC1 | -8 | -11 | 1 | -1 | 3 | 9 | -2.1 | -9 | 18 |
| COc1ccc(-n2nnc3c(=O)n(CC(=O)NCC4CCCO4)cnc32)cc1 (configuration not stated) | 11 | -11 | 12 | 15 | -4 | 2 | -1.4 | 18 | 12 |
| Cc1ccccc1OCCn1nc(C(=O)O)c2ccccc2c1=O | 10 | -7 | -1 | 7 | -1 | 13 | -1.1 | 7 | 31 |
| O=C(CC1CCCCC1)NCc1cn2ccsc2n1 | -1 | -1 | 2 | 2 | -3 | 9 | -4.0 | -7 | -1 |
| Cc1ccc2cc(CN(Cc3ccco3)C(=O)c3ccccc3)c(=O)[nH]c2c1C | -7 | 11 | 0 | 13 | 1 | 6 | -0.8 | -15 | -6 |

Part of the list above, limited to Cdc25B inh and FXIIa inh mix:
Compound	Cdc25B inh	FXIIa inh mix
CCC1(C)Cc2c(C#N)c(N)sc(=S)c2CO1 (configuration not stated)	21	·
COc1ccc(C)cc1NC(=O)c1ccc(NC(=O)CC2SC(N3CCCC3)=NC2=O)cc1 (configuration not stated)	1	11
COc1cc2nc(SCC(=O)NC3CC3)n(CCC3=CCCCC3)c(=O)c2cc1OC	13	0
COc1ccc2c(-c3ccccc3)cc3nnnn3c2c1	-3	3
O=c1[nH]c(C2CCCN(S(=O)(=O)c3ccccc3)C2)nc2c1nnn2Cc1ccccc1F (configuration not stated)	17	3
CCOC(=O)CSC1=C(C#N)C(c2ccccc2OCC)C(C#N)C(=O)N1 (configuration not stated)	-3	5

New compounds follow.
| molecule | Cathepsin G inh | Cdc25B inh | FXIa inh mix | CatL inh | Hsp90 block | FXIIa inh mix | HTR1A agonist | C1s inh | DUSP1 inh |
| --- | --- | --- | --- | --- | --- | --- | --- | --- | --- |
| CCOC(=O)CNS(=O)(=O)CCN1C(=O)c2ccccc2C1=O | 8 | -9 | 7 | -4 | · | 11 | · | 14 | 6 |
| O=C(Nc1ccc(-n2nncc2-c2ccco2)cc1)c1ccc(F)cc1 | 13 | -13 | 4 | 19 | -4 | -3 | 0.5 | 14 | -2 |
| CCOC(=O)c1[nH]c(COC(=O)C2CC(=O)N(Cc3ccccc3)C2)c(C(=O)OCC)c1C (configuration not stated) | -6 | -20 | -1 | 4 | -2 | -2 | -1.9 | -14 | 38 |
| Cn1c(=O)cc(OCC(=O)NCc2ccccn2)c2ccccc21 | -9 | -13 | 1 | -11 | 0 | 4 | -0.7 | -31 | -8 |
| NC(=O)c1ccc(OCC(F)(F)C(F)(F)C(F)(F)C(F)(F)C(F)(F)C(F)F)cc1 | -3 | 6 | 8 | 1 | 0 | -1 | -2.4 | -3 | 31 |
| CC1CCCC(NC(=O)c2cn(C)c3ccc(S(=O)(=O)N4CCCC4)cc3c2=O)C1C (configuration not stated) | -3 | 6 | 6 | 2 | -2 | -4 | -0.8 | -32 | 37 |
| Cc1ccccc1-c1nc(CN2CCCC(C(=O)NCc3cccnc3)C2)c(C)o1 (configuration not stated) | 7 | -14 | -3 | 16 | -5 | 1 | -2.2 | 14 | 7 |
| CCS(=O)(=O)c1ccc2oc(SCC(=O)c3ccco3)nc2c1 | 9 | -12 | 0 | 1 | -3 | 6 | -1.0 | -3 | 19 |
| CCn1c2ccccc2c2cc(NC(=O)CCCN3C(=O)CCC3=O)ccc21 | 7 | -13 | -3 | 6 | 0 | 2 | -1.1 | 26 | -2 |
| Cc1cc(C)n(-c2nc3ccccc3nc2Nc2ccc(CC(=O)O)cc2)n1 | 10 | 7 | 3 | -5 | 2 | 1 | 0.1 | 1 | 30 |
| CO[C@H]1C=CO[C@@]2(C)Oc3c(C)c(O)c4c(O)c(c(C=NN5CCN(C)CC5)c(O)c4c3C2=O)NC(=O)C(C)=CC=C[C@H](C)[C@H](O)[C@@H](C)[C@@H](O)[C@@H](C)[C@H](OC(C)=O)[C@@H]1C | 0 | 20 | 10 | -1 | 3 | 15 | -0.5 | 1 | 21 |
